Screens deposited in PubChem by Sanford-Burnham Center for Chemical Genomics.
NOD2 inhibition: inhibition of NOD2-driven NF-kB reporter – cell-based, luminescence, uHTS, HEK293 (AID 1566). HEK293 NOD2/NF-kB luciferase reporter, luminescence; higher % means a stronger effect. inhibition, % at 4 µM; hits with a dose series show EC50 in µM. 290,000 compounds, 0.63% hits; also: many of its hits are not listed in these tables
XIAP antagonists: XIAP antagonists, biochemical, IAP family, fluorescence polarization (AID 1018) | XIAP BIR domain, fluorescence polarization peptide displacement; higher % means a stronger effect | displacement, % at 20 µM; hits with a dose series show IC50 in µM | 200,000 compounds, 0.007% hits; in the data active = displacement above about 50%; also: a part of the inactive calls stands beside numbers as strong as those of hits
LYP phosphatase: PTPN22 lymphoid phosphatase activity blockers – biochemical, fluorescence intensity, uHTS (AID 1779); recombinant LYP phosphatase, fluorescence intensity; higher % means a stronger effect; one-dose inhibition, % at 11.5 µM; IC50 in µM for titrated hits; 290,000 compounds, 0.054% hits;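 also: plate controls were vehicle with enzyme for no effect and no enzyme for full effect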
PMI inhibition: MPI inhibition at elevated mannose 6-phosphate – biochemical, fluorescence intensity, high mannose 6-phosphate, primary screen (AID 1220). 190,000 compounds, 0.66% hits. recombinant PMI enzyme, coupled fluorescence intensity; higher % means a stronger effect. one-dose inhibition, % at 20 µM; IC50 in µM for titrated hits
NOD1 NF-kB reporter: inhibition of NOD1-driven NF-kB reporter – cell-based, luminescence, uHTS, primary screen (AID 1578) | NOD1-driven NF-kB luciferase reporter cells, luminescence; higher % means a stronger effect | one-dose inhibition, % at 4 µM; EC50 in µM for titrated hits | 290,000 compounds, 1% hits; in the data active = inhibition mostly above about 36%, no sharp cut-off; inactive = mostly below about 34%;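 also: HEK-293T reporter cells stimulated with the NOD1 agonist gamma-tri-DAP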
PMI inhibitors: inhibitors of human PMI, primary screen, biochemical, fluorescence intensity, coupled assay (AID 1209); purified PMI enzyme, coupled fluorescence intensity; higher % means a stronger effect; one-dose inhibition, % at 20 µM; IC50 in µM for titrated hits; 190,000 compounds, 0.42% hits;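 also: plate controls were DMSO vehicle for no effect and wells lacking substrate for full effect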
KOR beta-arrestin-1: KOR antagonists, beta-arrestin recruitment, cell-based, luminescence, uHTS (AID 1778); KOR beta-arrestin recruitment, luminescence, antagonist mode; higher % means a stronger effect; inhibition, % at 10 µM; hits with a dose series show IC50 in µM; 290,000 compounds, 0.091% hits; also: strong numbers were not always called active
TNAP activation fold: human TNAP enzyme activators, primary screen, biochemical, luminescent, no phosphate acceptor, uHTS (AID 1001); purified TNAP, luminescent activation assay, no phosphate acceptor; higher activation fold means a stronger effect; activation fold at 20 µM, or EC50 in µM where a hit was titrated; 200,000 compounds, 0.03% hits; in the data active = activation fold from about 3, or a potency from the dose series; inactive = the rest, 99 in 100 with activation fold below about 1.6; also: many of its hits are not listed in these tables
KOR beta-arrestin-2: kappa opioid receptor activators – cell-based, luminescence, uHTS, primary screen (AID 1777); 280,000 compounds, 0.02% hits; KOR beta-arrestin recruitment, luminescence; higher % means a stronger effect; one-dose activation, % at 10 µM; EC50 in µM for titrated hits; in the data active = activation above about 50%, passing the limit was not always enough; also: a part of the inactive calls stands beside numbers as strong as those of hits
Active calls of the source: *; / = not tested or not shown; [ ] = remark or other dose. Rule as the data show it, unless noted: active = inhibition above about 50%; inactive = the rest. Some of the compounds tested; rates above refer to the full screens.

Second line of a record – NOD2 inhibition | XIAP antagonists | LYP phosphatase | PMI inhibition | NOD1 NF-kB reporter | PMI inhibitors | KOR beta-arrestin-1 | TNAP activation fold | KOR beta-arrestin-2
- COC(=O)C1C(O)C(C)C(O)C(C)/C=C\C=C(/C)C(=O)Nc2c(C)c(OC(C)=O)c3c(c2O)C(=O)C(C)=C2OCOC(=C23)/C(C)=C/C(C)(O)C(O)C(C)C1O (stereo not given)
    11% | / | -2% | / | 0% | / | -4% | / | 2.2%
- COc1cc(C(=O)Nc2ccc(Br)cc2C(=O)c2ccccc2Cl)cc(OC)c1OC
    3% | -5.0% | -4% | 8% | 18% | 17% | -1% | 1.2 | 2.0%
- O=C(COc1ccccc1)Nc1ccc(Cl)cc1C(=O)c1ccccc1
    14% | -2.0% | -3% | 7% | -12% | 9% | 4% | 0.9 | 4.8%
- Cc1cc(OC(C)C(=O)NCC(O)c2ccccc2)c2c3c(c(=O)oc2c1)CCC3 (stereo not given)
    12% | / | -4% | / | -18% | / | 4% | / | 1.3%
- COc1cccc(N=Cc2c(O)n(Cc3ccco3)c(=O)[nH]c2=O)c1
    -5% | -3.1% | 0% | 4% | -29% | -5% | -10%[20 µM] | 1 | /
- CC(=O)OC(C)(C)/C=C/C(=O)[C@](C)(O)[C@H]1[C@H](O)C[C@@]2(C)[C@@H]3CC=C4[C@H](C[C@H](O)C(=O)C4(C)C)[C@]3(C)C(=O)C[C@]12C
    -187% | -17% | -6% | -5% | 93%* | -10% | -121% | 1 | 0.9%
- CCc1c(C)nc(N)nc1N1N=C1SCC(=O)OC
    3% | -1.8% | -4% | -1% | -12% | -2% | -10%[20 µM] | 1.1 | -2.3%
- O=C(O)CCSc1ncnc2sc(-c3ccccc3)cc12
    4.2µM* | / | 4% | / | 7.4µM* | / | -16% | / | 4.8%
- CCOc1ccc(C(=O)OC2CC3CCC(C2)N3C)cc1 (stereo not given)
    6% | -0.5% | -6% | -2% | 22% | -1% | -1%[20 µM] | 1.1 | -3.6%
- NCCCN1CCN(c2ccccc2)CC1
    15% | / | -15% | / | 1% | / | -12% | / | 4.4%
- COc1ccccc1N1CCN(C(CNC(=O)Oc2ccccc2)c2cccnc2)CC1 (stereo not given)
    11% | -7.3% | 2% | 10% | 20% | 6% | -17% | 1.1 | 2.2%
- COc1cc(OC)c2c(c1)OCC1CON(C)C21 (stereo not given)
    13% | -5.9% | -8% | -3% | -43% | -5% | 14% | 0.9 | -3.7%
- COc1ccc(CCn2c(O)c(/C=N/N3CCCCC3)c(=O)[nH]c2=O)cc1OC
    6% | -16% | -4% | 8% | 32% | 10% | 21% | 1.1 | 1.8%
- Cc1ccc(-n2c(O)c(/C=N/N3CCOCC3)c(=O)[nH]c2=S)cc1
    -2% | -7.9% | -4% | 29% | 14% | 37% | 10% | 1.1 | -1.0%
- Cn1c(O)c(C(=Nc2ccc(F)cc2)c2ccccc2)c(=O)n(C)c1=O
    5% | / | -8% | / | -3% | / | -6% | / | -0.6%
- Cc1ccc2[nH]c(=S)n(-c3cccnc3)c(=O)c2c1
    9% | / | -4% | / | -8% | / | 14% | / | -1.5%
- Cc1[nH]c2ccccc2c1C(=O)C(=O)N1CC2CC(C1)c1cccc(=O)n1C2 (stereo not given)
    8% | -6.4% | 1% | -3% | -25% | -1% | 16% | 1.1 | -2.2%
- Cc1cc(S(=O)(=O)NC(C)C)ccc1OCC(=O)N1CCN(Cc2ccc3c(c2)OCO3)CC1
    2% | -2.0% | -11% | -2% | -7% | 2% | -34% | 1.1 | 5.9%
- CC1C(C)N1CC(O)Cn1ccnc1[N+](=O)[O-] (stereo not given)
    11% | / | -8% | / | -3% | / | -2% | / | 4.2%
- CCOC(=O)C1CCN(/C=C2/C(=O)NC(=O)N(Cc3ccco3)C2=O)CC1
    -18% | 1.3% | 5% | 19% | -8% | 4% | 3% | 1.1 | -7.4%
- Cc1c(N=Cc2c(O)n(CCc3ccccc3)c(=O)[nH]c2=O)c(=O)n(-c2ccccc2)n1C
    10% | -9.3% | 2% | 12% | 0% | 17% | -3% | 0.8 | -5.1%
- O=C(COc1ccc(Cl)cc1)N1CCN(C2CCCC2)CC1
    -4% | / | -6% | / | -34% | / | 31% | / | -3.1%
- CN1C(=O)C(=Cc2ccc(N3CCCCCC3)cc2)C(=O)N(C)C1=O
    7% | / | 1% | / | 1% | / | -28% | / | -0.1%
- CC(=NCc1cccnc1)c1c(O)n(-c2ccc(Cl)cc2)c(=O)[nH]c1=O
    15% | / | 0% | / | -7% | / | -32% | / | 6.4%
- Cc1[nH]n(-c2ccccc2)c(=O)c1/C=N/NC(=O)c1cccc(F)c1
    / | / | -6% | / | 8.4µM* | / | -5% | / | -2.2%
- CN(C)C(=S)SSC(=S)N(C)C
    3% | -2.8% | -11% | -17% | -25% | 35% | 47% | 1.2 | -6.4%
- CCN1CCN(c2cn[nH]c(=O)c2Cl)CC1
    -2% | -1.5% | -3% | -7% | -24% | 0% | 26%[20 µM] | 1 | -9.4%
- O=c1c2ccccc2nc(/C=C/c2ccccn2)n1-c1ccccc1
    -7% | / | -3% | / | 1% | / | -12% | / | 1.5%
- COC(=O)C1=C(N)Oc2cc(C)oc(=O)c2C12C(=O)Nc1ccccc12 (stereo not given)
    4% | -11% | -8% | -9% | 3% | -32% | -39% | 1 | 7.1%
- COc1ccc(OC)c(N=Cc2c(O)[nH]c(=O)[nH]c2=O)c1
    4% | / | -8% | / | -11% | / | 0% | / | -6.2%

Next section
SMILES	NOD2 inhibition	XIAP antagonists	LYP phosphatase	PMI inhibition	NOD1 NF-kB reporter	PMI inhibitors	KOR beta-arrestin-1	TNAP activation fold	KOR beta-arrestin-2
CCC(=NCCCN1CCOCC1)c1c(O)n(Cc2ccccc2)c(=O)[nH]c1=O	4%	-4.9%	-1%	12%	-30%	8%	18%	1.1	-5.9%
O=C(NCc1ccccc1)c1cccn(Cc2ccccc2)c1=O	4%	/	-4%	/	2%	/	-22%	/	-0.4%
Cc1sc2nc(COC(=O)Cc3ccccc3)[nH]c(=O)c2c1C	6%	-5.5%	6%	4%	9%	1%	-3%	1	-2.2%
O=C1NC(=O)N(CCC2=CCCCC2)C(=O)/C1=C/c1ccc(O)cc1	4%	-15%	-8%	-3%	-10%	-2%	1%	0.9	-1.0%
Cc1cccc(OP(=O)(Oc2ccccc2)OC(c2ccccc2)C(F)(F)F)c1 (stereo not given)	-7%	-9.9%	-3%	-25%	53%	-12%	9%	1	3.4%
COc1ccc(Cc2c(O)[nH]c(=O)[nH]c2=O)c(OC)c1	9%	/	-2%	/	-8%	/	14%	/	2.4%
O=C(Cc1ccccc1[N+](=O)[O-])N1CCN(Cc2ccc3c(c2)OCO3)CC1	8%	-3.3%	-1%	0%	1%	-5%	17%	1.1	-2.7%
Cc1cccc(C(=O)NC2CC3CCCC(C2)N3Cc2ccccc2)c1 (stereo not given)	26%	/	-8%	/	-6%	/	16µM*	/	-1.5%
Cc1cc(O)c(CN2CCN(c3ccccc3)CC2)cc1C	12%	-8.5%	-4%	2%	4%	7%	9%	1.1	-1.6%
O=c1c2ccccc2nc(-c2ccco2)n1-c1ccccn1	2%	1.5%	-4%	-5%	-1%	-2%	18%	1.2	-0.9%
CCOC(=O)C1=C(C)N(C)C2(C)CC1c1ccccc1O2 (stereo not given)	9%	-2.2%	0%	1%	-2%	4%	-18%	1.1	0.1%
CCCCn1c(C)c(C(=O)OCC)c2c(CN3CCCC3)c(O)ccc21	21%	/	-13%	/	7%	/	-1%	/	-6.1%
CC1(C)CN=C(Nc2ccc(F)c(Cl)c2)S1	-18%	/	-7%	/	1%	/	-48%	/	13%
CN1C(=O)/C(=C/c2ccc(Cl)s2)C(=O)NC1=S	4%	/	-2%	/	5%	/	-25%	/	-2.8%
CCOC(=O)[C@]1(C#N)[C@@H]2C=CC(C(C)=O)=CN2[C@@H](C(N)=O)[C@@H]1c1ccsc1	14%	-2.1%	-5%	16%	17%	25%	-31%	1	-1.7%
Cc1ccc2c(c1)CC1(CN2C)C(=O)NC(=O)N(C(C)C)C1=O (stereo not given)	-4%	-1.8%	-8%	-112%	-1%	-68%	-6%	1.1	3.2%
O=C(CCl)Nc1ccccc1Sc1ccc(Cl)cc1	6.7µM*	-5.6%	-2%	2%	7.8µM*	-6%	-1%	0.9	3.8%
Cc1ccc(-c2nc3ccccc3c(=O)n2-c2cccnc2)cc1	21%	-4.1%	-2%	-5%	-17%	-3%	-3%	1.1	5.3%
CC1CN(c2cc([N+](=O)[O-])ccc2Cl)CC(C)N1 (stereo not given)	0%	-9.3%	-5%	-2%	-27%	-4%	9%	0.9	-3.2%
Cc1c(C)c2ccc(OCC(=O)N3CCC(C(=O)O)(c4ccccc4)CC3)cc2oc1=O	5%	/	-6%	/	-20%	/	-15%[20 µM]	/	/
C[n+]1ccc(-c2ccncc2)cc1	1%	-2.4%	-2%	8%	-5%	-5%	-18%	1.1	1.3%
CCN1C[C@]2(CO)CC[C@H](OC)[C@@]34C2[C@H](OC)[C@@](O)(C13)[C@@]1(O)C[C@H](OC)[C@H]2C[C@@H]4[C@@H]1[C@H]2OC	14%	/	-7%	/	-4%	/	0%	/	-2.3%
O=C1/C(=C/c2ccncc2)N2CCC1CC2	12%	-0.1%	-6%	-4%	-28%	-2%	22%	1.1	-6.4%
COc1ccc(CCNc2oc(COc3ccc(Br)cc3)nc2C#N)cc1OC	13µM*	-2.5%	0%	12%	10µM*	14%	-21%	1.2	5.8%
CC(C)N(CC#CCC1(O)c2ccccc2-c2ccccc21)C(C)C	12%	-17%	-6%	-6%	-16%	-1%	-27%	1.1	5.3%
O=C(Cc1ccccc1)N1CCN(CCCc2ccccc2)CC1	4%	/	-13%	/	-5%	/	12%[20 µM]	/	-1.1%
Cc1ccsc1CNCCc1ccc(F)cc1	-23%	/	-12%	/	-16%	/	-23%	/	-0.1%
Cc1ccc(-c2nc(N(C)C3CCN(C)CC3)c3ccccc3n2)cc1	15%	0.2%	-3%	0%	-9%	-6%	/	1.1	/

Quoted at random: three entries already listed.
SMILES	NOD2 inhibition	XIAP antagonists	LYP phosphatase	PMI inhibition	NOD1 NF-kB reporter	PMI inhibitors	KOR beta-arrestin-1	TNAP activation fold	KOR beta-arrestin-2
O=C(Cc1ccccc1)N1CCN(CCCc2ccccc2)CC1	4%	/	-13%	/	-5%	/	12%[20 µM]	/	-1.1%
Cc1ccsc1CNCCc1ccc(F)cc1	-23%	/	-12%	/	-16%	/	-23%	/	-0.1%
Cc1ccc(-c2nc(N(C)C3CCN(C)CC3)c3ccccc3n2)cc1	15%	0.2%	-3%	0%	-9%	-6%	/	1.1	/
